RTF Ca sens act = cardiac RTF calcium sensitivity activators, primary screen, biochemical, IANBD-TnC fluorescence, EC20 calcium; activation, % at 7.2 µM; IANBD-labeled TnC RTF fluorescence at EC20 calcium; 0% EC20 calcium, 100% full calcium; actives 0.24% (n = 340,000); Troponin I, cardiac muscle (Homo sapiens) + Troponin T, cardiac muscle (Homo sapiens) + …;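 active means activation above the mean over all tested compounds plus 3 SD, cut at about 30% in these data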;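 further: rise in fluorescence read as greater calcium sensitivity of cardiac thin filaments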
CAL-PDZ inh HTS = untagged CAL PDZ binding inhibitors, primary screen, biochemical, fluorescence polarization, HTS; Golgi-associated PDZ and coiled-coil motif-containing protein (Homo sapiens), Q9HD26; purified CAL PDZ, TMR-peptide fluorescence polarization, 1 h; AID 602252, 2012; inhibition, % at 24.9 µM; actives 0.92% (n = 300,000);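 active means mean inhibition of at least 30% with at least half of replicates also reaching 30%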;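 further: 0% = DMSO neutral control and 100% = excess unlabeled competitor peptide PRC23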
HTR5A inv ctr = HTR5A inverse agonists in luminescence cell assay, primary screen, counter-screen for OPRM1-OPRD1 heterodimer inverse agonist project, full-deck HTS. 5-hydroxytryptamine receptor 5A (Homo sapiens), P47898. HTR5A cell line, inverse agonism. inhibition, % at 9.3 µM. actives 0.083% (n = 340,000). AID 504634, 2011; in the data active means inhibition mostly above about 23%, no sharp cut-off; inactive means mostly below about 18%;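 further: 0% = cells with DMSO and 100% = no-cell wells with DMSO; some compounds called inactive have numbers as strong as hits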
Target sequence (P47898 whole entry, looked up): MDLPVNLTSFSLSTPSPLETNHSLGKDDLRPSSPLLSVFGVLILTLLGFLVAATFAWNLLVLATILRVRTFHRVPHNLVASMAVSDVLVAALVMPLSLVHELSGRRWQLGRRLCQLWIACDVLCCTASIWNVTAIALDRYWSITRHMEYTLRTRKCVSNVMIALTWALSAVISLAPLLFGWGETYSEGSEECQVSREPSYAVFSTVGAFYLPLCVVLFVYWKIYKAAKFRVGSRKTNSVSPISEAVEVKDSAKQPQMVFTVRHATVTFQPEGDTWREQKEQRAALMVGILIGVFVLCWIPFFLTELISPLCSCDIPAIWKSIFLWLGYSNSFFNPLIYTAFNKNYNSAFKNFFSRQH
MOR-DOR ag = agonists of OPRM1-OPRD1 heterodimerization, primary screen, cell-based, luminescence; Mu-type opioid receptor (Homo sapiens) + Delta-type opioid receptor (Homo sapiens), …; cells; activation, % at 9.3 µM; actives 0.3% (n = 340,000); AID 504326, 2011; in the data active means activation above about 18%;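 further: 0% = vehicle-treated cells and 100% = reference agonist; values of inactives mirror those of a sister screen read the other way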
MOR-DOR inv ag = inverse agonists of MOR-DOR heterodimerization, primary screen, cell-based, luminescence | Mu-type opioid receptor (Homo sapiens) + Delta-type opioid receptor (Homo sapiens), … | cell-based MOR-DOR heterodimer luminescence, inverse agonism | inhibition, % at 9.3 µM | actives 0.21% (n = 340,000) | AID 504357, 2011; in the data active means inhibition above about 22%, passing the limit was not always enough;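 further: 0% = cells with DMSO and 100% = wells without cells with DMSO; values of inactives mirror those of a sister screen read the other way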
Keap1 Nrf2 FP = Keap1-Nrf2 protein-protein interaction inhibitors, primary screen, biochemical, fluorescence polarization, single point; inhibition, % at 9.4 µM; actives 0.15% (n = 340,000); Keap1 Kelch-Nrf2 peptide fluorescence polarization, 1536-well; Kelch-like ECH-associated protein 1 (Homo sapiens), Q14145; in the data active means inhibition above about 12%;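 further: human Keap1 Kelch domain with fluorescein labeled Nrf2 9mer peptide probe; 0% = neutral control wells and 100% = peptide positive control; higher means more block of Keap1 binding to Nrf2 peptide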
Target sequence (Q14145 whole entry, looked up, the tested form may be a part): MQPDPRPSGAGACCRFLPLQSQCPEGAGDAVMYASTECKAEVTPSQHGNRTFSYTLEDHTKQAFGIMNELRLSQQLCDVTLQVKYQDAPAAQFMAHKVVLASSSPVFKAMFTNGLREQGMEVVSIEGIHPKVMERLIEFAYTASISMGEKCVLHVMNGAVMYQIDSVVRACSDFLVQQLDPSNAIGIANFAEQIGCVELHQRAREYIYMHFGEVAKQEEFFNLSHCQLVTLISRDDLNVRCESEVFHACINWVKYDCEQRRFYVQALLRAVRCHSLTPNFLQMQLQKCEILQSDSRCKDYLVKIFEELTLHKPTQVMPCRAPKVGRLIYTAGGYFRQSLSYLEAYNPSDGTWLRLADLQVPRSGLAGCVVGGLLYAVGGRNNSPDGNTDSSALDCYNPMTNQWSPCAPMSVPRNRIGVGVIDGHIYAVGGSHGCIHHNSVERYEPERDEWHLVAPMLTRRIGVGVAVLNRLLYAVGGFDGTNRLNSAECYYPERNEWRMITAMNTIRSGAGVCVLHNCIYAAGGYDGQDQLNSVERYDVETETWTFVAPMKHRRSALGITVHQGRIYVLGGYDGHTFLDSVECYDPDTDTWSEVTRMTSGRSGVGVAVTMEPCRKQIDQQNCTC
RTF Ca sens inh = cardiac RTF calcium sensitivity inhibitors, primary screen, biochemical, IANBD-TnC fluorescence, EC70 calcium. Troponin I, cardiac muscle (Homo sapiens) + Troponin T, cardiac muscle (Homo sapiens) + …. actives 0.12% (n = 340,000). IANBD-labeled cardiac RTF, Ca2+ fluorescence. inhibition, % at 7.15 µM. AID 493244, 2011;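 active means inhibition above the mean inhibition of all tested compounds plus 3 SD, cut at about 17% in these data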;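 further: assay run at fixed EC70 calcium of 1.6 mM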
HTR5A ag = HTR5A agonists in luminescence cell assay, primary screen, counter-screen for OPRM1-OPRD1 heterodimer agonist project, full-deck HTS; cell-based; activation, % at 9.3 µM; actives 0.61% (n = 340,000); AID 504692, 2011; in the data active means activation mostly above about 9.5%, no sharp cut-off; inactive means mostly below about 7.6%;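 further: 0% = cells with vehicle only and 100% = reference agonist; strong numbers were not always called active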
V-ATPase pH = regulators of yeast V-ATPase proton pumping, primary screen, pHLuorin cytosolic pH fluorescence; AID 504577, 2011; actives 0.37% (n = 350,000); S. cerevisiae; response, % at 10 µM; in the data active means response mostly above about 7.3%, no sharp cut-off; inactive means mostly below about 5.4%; further: actives read high; inactives centre near 0; some compounds called inactive have numbers as strong as hits; reference of the scale not given here
LANA DNA inh = inhibitors of KSHV C-LANA binding to DNA, primary screen, biochemical, fluorescence polarization, FAM-LBS DNA, MBP-C-LANA, single point. inhibition, % at 9 µM. actives 0.078% (n = 340,000). Kaposi's sarcoma herpesvirus LANA C-terminal domain (residues 932-1162) DNA binding;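 active means highest replicate inhibition at or above 60% at 9 µM, even if other replicates fall short; inactive means all replicates below 60% inhibition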;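 further: 0% = neutral control wells and 100% = 4 µM acridine orange control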
The depositor's hits bear a star; · = no result given.

SMILES | RTF Ca sens act | CAL-PDZ inh HTS | HTR5A inv ctr | MOR-DOR ag | MOR-DOR inv ag | Keap1 Nrf2 FP | RTF Ca sens inh | HTR5A ag | V-ATPase pH | LANA DNA inh
CCOC(=O)Cn1c(S(=O)(=O)Cc2ccc(Cl)cc2)nc(-c2ccccc2)c1-c1ccccc1 | 2 | -1 | 0 | 0.0 | 0 | -2 | -3 | -2 | -2 | 0.4
Cc1cc(C)c(S(=O)(=O)N2CCOCC2)cc1NS(=O)(=O)c1cc(OCC(N)=O)c(C)cc1Cl | 6 | -2 | 14 | -3.3 | 17 | -4 | 11 | -5 | 0 | -0.8
O=C(COc1ccccc1Br)c1ccc2c(c1)OCO2 | 0 | -10 | -9 | -2.8 | 15 | 2 | -6 | 4 | 0 | 0.2
CSCCC(=O)N1C(C)CCCC1C(=O)O (stereo unspecified) | 8 | -1 | 10 | 0.0 | 0 | -1 | -22 | 0 | -4 | 0.7
O=C(COc1ccc2ccccc2c1Br)NNC(=O)Nc1ccccc1 | -4 | -4 | 12 | -0.2 | 1 | 0 | 5 | 6 | 12 | -0.6
Cc1ccc(-n2nc(CN3CCOCC3)c(-c3ccccc3)c2N)cc1Cl | 7 | -2 | -2 | -0.2 | 1 | -4 | -6 | -1 | 0 | -1.9
CNC(=O)[C@@H]1CCC(=O)N1 | -6 | -2 | -33 | 1.1 | -6 | 0 | -5 | 2 | -7 | -3.8
CC(C)(C=O)C1=CC(=O)c2ccccc2C1=O | -3 | 2 | 18 | 3.0 | -18 | 1 | -4 | -7 | 16* | 1.1
O=C(Nc1cccc(F)c1)/C(=C\c1cccnc1)NC(=O)c1cccs1 | 10 | -3 | -36 | 0.8 | -5 | -5 | -16 | 14 | 1 | 2.4
Cc1ccc(OCC(=O)N(C)C2CCCCC2)c([N+](=O)[O-])n1 | -4 | -1 | 20 | -0.3 | 2 | -3 | -3 | -5 | -5 | 2.0
S=c1[nH]c2ccc(Cc3ccc4[nH]c(=S)[nH]c4c3)cc2[nH]1 | -1 | 0 | -3 | 2.8 | -14 | -1 | 4 | 1 | 1 | 1.9
O=C(CSc1ccc(-c2cccnc2)nn1)Nc1ccc(Br)cc1 | -3 | 1 | -8 | 0.3 | -1 | -1 | -2 | 2 | -4 | -1.4
CS(=O)(=O)N1CCCC(C(=O)NCc2ccccn2)C1 (stereo unspecified) | 5 | 0 | 5 | -0.4 | 2 | -1 | -5 | 0 | 5 | 1.4
COc1cc(-c2noc(C)c2/C=C/c2ccc(OC(C)=O)cc2)cc(OC)c1OC | 4 | -5 | -27 | -0.3 | 2 | -8 | -7 | 4 | 1 | -0.2
CCCC(=O)Nc1ccc(C(=O)NNC(=S)NC(=O)c2ccc(Br)o2)cc1 | 1 | -1 | 8 | -1.7 | 10 | -3 | -1 | -3 | 4 | -0.4
COC(=O)CCc1nc2cc(Cl)ccc2n(Cc2ccccc2)c1=O | -4 | 4 | 10 | -1.5 | 7 | 2 | -5 | -4 | -4 | -0.7
COc1ccc(N2CCN(C(=O)c3ccccc3NC(=O)C3=C(C)OCCS3)CC2)cc1 | -7 | 2 | 4 | -3.1 | 16 | 0 | 3 | 8 | -2 | 0.2
O=C(Cc1ccsc1)N1CCc2c([nH]c3ccccc23)C1c1ccccn1 (stereo unspecified) | 2 | 4 | 1 | -1.4 | 7 | 4 | -10 | 0 | 0 | -0.6
COc1ccc(S(=O)(=O)N(C)CC(=O)NCC2CCCO2)cc1OC (stereo unspecified) | -9 | · | -5 | 1.4 | -12 | 5 | -8 | 0 | 0 | 1.0
S=C(Nc1cccc2ccccc12)NN1CCCCCC1 | 3 | -1 | -3 | -1.2 | 6 | -4 | 0 | 1 | -1 | -0.8
C[C@H](NC(=O)c1ccccc1Cl)C(=O)OCc1cn2cc(Cl)ccc2n1 | 2 | -9 | -5 | -1.1 | 6 | 2 | 9 | 2 | 1 | -0.4
Cc1ccc(-c2nnn(CC(=O)N(c3ccccc3)C(C(=O)NC3CCCC3)c3ccco3)n2)o1 (stereo unspecified) | -1 | 7 | -50 | 1.6 | -8 | 3 | -4 | 4 | -4 | -0.2
COc1ccc(NC(=O)c2cccnc2Cl)c(S(=O)(=O)N2CCOCC2)c1 | 1 | -1 | 20 | -2.3 | 12 | 8 | -6 | 2 | -4 | -1.4
C/C(CC(=O)Nc1ccc([N+](=O)[O-])cc1)=N\NC(=O)c1ccccc1[N+](=O)[O-] | -1 | 5 | -2 | -1.5 | 8 | -2 | -1 | 6 | 2 | -1.2
COc1ccc(CNC(=O)N2CCN(c3ccc(F)cc3)CC2)cc1 | 1 | · | -11 | -2.8 | 14 | 3 | -5 | 2 | -2 | 1.4
Cc1nc2cc(OCc3cc(C(=O)NC(C)c4cn(C)nc4C)no3)ccc2s1 (stereo unspecified) | -2 | -5 | -2 | -3.4 | 18 | -6 | -11 | 1 | 3 | -0.6
Cc1ccn2c(=O)nc(SCC(=O)NCc3ccco3)nc2c1 | -3 | 11 | 16 | -1.3 | 7 | -4 | -5 | -7 | 5 | 1.6
O=C(Nc1ccccc1)N(C1=NCCCCS1)c1ccccc1 | 3 | -1 | 9 | -1.6 | 10 | -2 | -3 | 6 | · | -1.2
O=C(Nc1ccc(Cl)cc1)c1ccsn1 | 0 | -2 | 9 | -1.1 | 5 | -2 | -4 | -4 | 0 | 0.5
COc1cccc(C(NC(C)=O)c2ccc3cccnc3c2O)c1 (stereo unspecified) | -3 | 1 | 8 | 2.1 | -10 | 4 | -12 | 4 | -2 | -0.7
CCn1c(N)c(C(=O)NCC2CCCO2)sc1=S (stereo unspecified) | 4 | 2 | -31 | -0.8 | 5 | -4 | -13 | 11 | 1 | -1.5
CC(=O)N1c2ccccc2C(C)(c2ccccc2)CC1(C)C (stereo unspecified) | -4 | 6 | -4 | 3.9 | -22 | -4 | -1 | -4 | 4 | 0.4
COc1ccc(CNc2ccc(S(N)(=O)=O)cc2)c(OC)c1OC | 4 | -8 | -6 | 1.3 | -7 | -2 | -3 | 4 | 1 | -1.2
CCCn1c(NC(=O)C23CC4CC(CC(O)(C4)C2)C3)nc2ccccc21 | -9 | -3 | 6 | -1.6 | 11 | -4 | -15 | -3 | 1 | -0.2
O=C(NCc1ccco1)C1CC(c2ccccc2C(F)(F)F)=NO1 (stereo unspecified) | -1 | -9 | 4 | -3.4 | 19 | -6 | 10 | -1 | 2 | -1.6
C=CCSc1n[nH]c(-c2ccccc2)n1 | 1 | -1 | 8 | -0.8 | 3 | -3 | -8 | -3 | 4 | 6.0
O=[N+]([O-])c1ccccc1NCc1c(O)ccc2ccccc12 | -5 | -2 | -7 | 8.8 | -45 | 2 | 2 | 2 | 1 | -0.6
Cc1c(Cl)cccc1Nc1nc(N)nc(CSCCO)n1 | -2 | -3 | 16 | -1.0 | 5 | -5 | 1 | -6 | 0 | 0.1
CC12CCC(=O)N1C(C(=O)Nc1cc(S(=O)(=O)N3CCCCCC3)ccc1OCC(F)(F)F)CS2 (stereo unspecified) | 1 | -1 | -2 | -1.8 | 9 | -5 | -3 | 0 | -4 | -0.9
CCOC(=O)C1CCN(c2nc(-c3ccccc3)nc3c2oc2ccccc23)CC1 | 2 | -16 | -10 | -1.6 | 8 | -1 | 3 | 4 | 3 | -2.5
CSCCC1NC(=O)N(CC(=O)N2CCc3ccccc3C2)C1=O (stereo unspecified) | 0 | -6 | 18 | -0.4 | 2 | -2 | 1 | -3 | 2 | -1.2
COc1cc(CNCCc2ccc(S(N)(=O)=O)cc2)ccc1OCC(=O)NC(C)(C)C | 0 | -1 | 9 | -0.3 | 2 | -3 | -3 | -3 | 1 | 2.8
CCCCc1nc(NCCN)c(C#N)c2c1CSC(C)(C)C2 | 2 | -4 | -5 | -4.9 | 25 | -7 | -7 | 2 | -1 | 3.5
CN1Cc2c(N3CCOCC3)nc(SCCC#N)c(C#N)c2CC1(C)C | -1 | -5 | -21 | -3.3 | 16 | 6 | -5 | 7 | 0 | 3.0
Cc1ccc(C=Nc2ccccc2C#N)s1 | 7 | -3 | 31 | 0.1 | -1 | -3 | -34 | 1 | -1 | -1.3
O=C(NCCO)c1ccc2[nH]c3ccccc3c2c1 | -2 | -5 | 6 | -0.3 | 2 | -6 | -6 | -3 | -2 | 1.5
CC(C)C[C@@]12C(=O)N(c3cccc(Cl)c3)C(=O)N1[C@H](c1ccc(F)cc1)[C@@H]1C(=O)N(C3CCCCC3)C(=O)[C@@H]12 | -1 | 7 | 9 | 5.0 | -28 | -2 | -9 | 0 | 0 | 1.2
CSc1cccc(NC(=O)Nc2nc3c(C)cccc3s2)c1 | -1 | -3 | 15 | -0.9 | 4 | -6 | -10 | -4 | 5 | -0.7
COc1ccc(-n2nc(C(C)=O)c(=O)[nH]c2=O)cc1 | 2 | 0 | 10 | -2.1 | 10 | 2 | -3 | 3 | 0 | 0.1
COc1cc2nc(C3CC3)n(NC(=O)c3ccc(Cl)cc3)c(=O)c2cc1OC | 4 | · | 15 | 0.1 | 0 | -2 | -5 | -1 | -4 | -0.2
CC(C)(C)NC(=O)C(c1cccs1)N(C(=O)c1csnn1)c1ccccc1F (stereo unspecified) | 5 | -2 | -10 | -2.3 | 11 | -3 | -5 | 4 | -3 | -1.0
CCOC(=O)C1CCCN(C(=O)c2cc(S(=O)(=O)N3CCCCC3)ccc2C)C1 (stereo unspecified) | 2 | 3 | 4 | -1.5 | 8 | -6 | -10 | -2 | -1 | 0.2
Cc1nnc(Oc2ccc([N+](=O)[O-])cc2)c2ccccc12 | -4 | -2 | -2 | -2.5 | 12 | -4 | -7 | 1 | 1 | 0.5
COc1ccc(S(=O)(=O)N2CCOCC2)cc1NC(=O)CN1CCCC1 | 7 | -15 | 1 | -2.6 | 12 | 6 | -13 | -1 | 0 | 1.4
Cc1c(NC(NC(=O)CC(C)C)C(Cl)(Cl)Cl)c(=O)n(-c2ccccc2)n1C (stereo unspecified) | 5 | 1 | -10 | -4.3 | 20 | -7 | -6 | 3 | -4 | 0.2

Screening data: PubChem, several laboratories
